Bioassay records deposited in PubChem BioAssay by National Center for Advancing Translational Sciences (NCATS).
RXFP1 agonist: qHTS Assay for Agonists of the Relaxin Receptor RXFP1 | actives 0.3% (n = 370,000) | HEK293T-RXFP1 cAMP TR-FRET, 30 min; response scale: percent of porcine relaxin response, buffer zero | Potency, µM (top dose mostly 57.5 µM), without a hit: at the top dose activation, actives largely listed as activators | Relaxin receptor 1 (Homo sapiens), Q9HBX9; active = well fitted activation curve with a large enough effect; inconclusive = small, poorly fitted or top-dose-only effect; note: potency is the fitted concentration of half-maximal effect; % is set by controls: 0 for no effect and ±100 for the full control effect; nearly all actives have a fitted effect of over 60% in size; many of its hits are not listed in these tables
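cAMP rise read by TR-FRET after 30 min, 37C compound exposure (up to 58 uM) in RXFP1-transfected HEK293 cells with Ro 20174 present. EC50 from Hill-equation fits, with 29 nM porcine relaxin as 100% and buffer as basal.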
TRHR enhancer: qHTS for Small Molecule Agonists and Allosteric Enhancers of Human TRH Receptor: Primary Screen for Enhancers; TRHR cells, fluo-8 calcium fluorescence, EC20 TRH enhancement; Thyrotropin-releasing hormone receptor (Homo sapiens), P34981; enhancement, % at 2 µM; actives 0.66% (n = 360,000); in the data active = enhancement above about 30%; note: 0% is about no effect
Target sequence (P34981 whole entry, looked up): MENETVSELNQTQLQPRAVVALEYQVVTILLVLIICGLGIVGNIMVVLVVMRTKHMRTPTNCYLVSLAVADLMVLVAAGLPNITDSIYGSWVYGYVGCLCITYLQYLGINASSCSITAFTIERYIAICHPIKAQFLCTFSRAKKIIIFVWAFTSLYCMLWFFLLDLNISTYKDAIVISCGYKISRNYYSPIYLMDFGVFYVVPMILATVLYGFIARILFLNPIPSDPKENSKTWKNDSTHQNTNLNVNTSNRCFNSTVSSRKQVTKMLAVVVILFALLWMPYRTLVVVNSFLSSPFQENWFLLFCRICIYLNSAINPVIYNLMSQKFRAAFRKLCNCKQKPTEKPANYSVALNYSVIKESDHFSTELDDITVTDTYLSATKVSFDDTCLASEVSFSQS
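Enhancer read-out: after compound pinning and an initial kinetic agonist-mode read, an EC20 of TRH (10 nM final) was injected and fluo-8 calcium signal (Ex 480/Em 530) followed at 1 s/cycle for 100 cycles in TRHR-expressing cells.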
RXFP1 antagonist: qHTS Assay for Antagonists of the Relaxin Receptor RXFP1. actives 0.59% (n = 350,000). AID 1259400, 2018. Relaxin receptor 1 (Homo sapiens), Q9HBX9. activity change, negative = inhibition, % at 57.5 µM. HEK293-RXFP1, relaxin-stimulated cAMP HTRF, 30 min; hits give low values;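 active = activity change of -60% or lower, but not beyond a set lower limit; inconclusive = change between -60% and -40%, or beyond the set limit; inactive = change above -40%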; note: % is set by controls: 0 for no effect and ±100 for the full control effect
D1 ag: Allosteric Agonists of the Human D1 Dopamine Receptor: qHTS; D(1A) dopamine receptor (Homo sapiens), P21728; HEK293 T-REx D1 cells, calcium flux, agonist mode; activation, % at 2 µM; actives 1% (n = 360,000); AID 504660, 2011; in the data active = activation above about 30%; note: 0% is about no effect
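Tetracycline-induced HEK293 TREx D1 cells, force-coupled to calcium signalling, were dye-loaded with a no-wash calcium kit. Compound was pin-added after a 10 s baseline. Fluorescence was read kinetically at 1 cycle/s for 180 s, with calcium rises flagged as agonism.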
D1 PAM: Potentiators of Human D1 Dopamine Receptor: qHTS | potentiation, % at 10 µM | D(1A) dopamine receptor (Homo sapiens), P21728 | actives 0.036% (n = 360,000) | HEK293 TREx D1 cells, calcium flux, dopamine EC20 potentiation; in the data active = potentiation above about 30%; note: 0% is about no effect
D2 ag: HTS Assay for Allosteric Agonists of the Human D2 Dopamine Receptor: Primary Screen for Agonists; D(2) dopamine receptor (Homo sapiens), P14416; HEK293 T-REx D2 cells, calcium flux agonist mode; activation, % at 2 µM; actives 0.53% (n = 340,000); AID 485358, 2010;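 active = activation over 3 SD above normal in the single-dose calcium agonist read, cut at about 30% in these data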; note: 0% is about no effect
Target sequence (P14416 whole entry, looked up): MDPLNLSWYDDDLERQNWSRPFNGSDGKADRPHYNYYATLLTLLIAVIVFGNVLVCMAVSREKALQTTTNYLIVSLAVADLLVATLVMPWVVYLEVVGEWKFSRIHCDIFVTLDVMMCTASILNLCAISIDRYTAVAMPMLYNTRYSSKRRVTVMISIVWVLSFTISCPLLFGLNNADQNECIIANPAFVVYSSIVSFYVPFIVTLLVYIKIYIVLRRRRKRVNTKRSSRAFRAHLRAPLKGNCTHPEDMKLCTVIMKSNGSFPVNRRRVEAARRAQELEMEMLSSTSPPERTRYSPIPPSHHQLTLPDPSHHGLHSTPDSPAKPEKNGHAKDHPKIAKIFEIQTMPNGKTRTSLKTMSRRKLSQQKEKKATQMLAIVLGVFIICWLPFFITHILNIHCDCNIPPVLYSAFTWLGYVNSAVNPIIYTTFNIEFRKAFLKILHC
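Calcium-flux readout, 1 cycle/sec over 180 s following compound pin transfer, in inducible HEK293 Trex D2 cells (force-coupled); dopamine controls included. Positive calcium responses during this window marked compounds as potential agonists.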
D2 potentiator: HTS Assay for Positive Allosteric Modulators of the Human D2 Dopamine Receptor: Primary Screen for Potentiators; AID 485347, 2010; D(2) dopamine receptor (Homo sapiens), P14416; actives 0.34% (n = 340,000); potentiation, % at 10 µM; HEK293 T-REx D2, calcium flux, EC20 dopamine potentiation;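 active = potentiation over 3 SD above the plate norm, cut at about 30% in these data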; note: 0% is about no effect
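Potentiation of an EC20 dopamine calcium response is measured in a force-coupled, tetracycline-inducible Hek293 Trex D2 line. Compound-only kinetic reads over 180 s flag agonists before dopamine addition.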
D1 antagonist: Antagonist of Human D 1 Dopamine Receptor: qHTS. HEK293 TREx D1 cells, calcium flux, dopamine EC80; hits give low values. D(1A) dopamine receptor (Homo sapiens), P21728. AID 504652, 2011. activity change, negative = inhibition, % at 10 µM. actives 3.2% (n = 360,000); in the data active = activity change below about -30%; note: % is set by controls: 0 for no effect and ±100 for the full control effect
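After overnight tetracycline induction at 30 C, force-coupled D1 HEK293 cells took up a no-wash calcium dye at room temperature. Compounds were added and monitored 180 s, and the response to EC80 dopamine was then recorded.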
D2 antagonist: HTS Assay for Allosteric Antagonists of the Human D2 Dopamine Receptor: Primary Screen for Antagonists; HEK293 TREx D2 cells, calcium flux, dopamine EC80; inhibition, % at 10 µM; actives 2% (n = 340,000); AID 485344, 2010; in the data active = inhibition above about 30%; note: 0% is about no effect
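Read-out: kinetic calcium fluorescence (1 cycle/s) in inducible HEK293 T-REx D2 cells after an EC80 dopamine addition that followed 180 s compound preincubation. Loss of the dopamine response indicates antagonism.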
Active calls of the source: *; ? = inconclusive; . = not tested or not shown; & = joins results of further samples; ! = not active in a repeat. These rows are one share of the data; count on the stated rates, not on these rows.

SMILES	RXFP1 agonist	TRHR enhancer	RXFP1 antagonist	D1 ag	D1 PAM	D2 ag	D2 potentiator	D1 antagonist	D2 antagonist
CCOc1ccc(C)cc1S(=O)(=O)Nc1ccc(Cl)cn1	2.5%	-3	13	4	5	-0.6	-7	-5	3
Cc1cc(C)n2ncc(C(=O)NCCc3ccccc3)c2n1	3.6%	-3	6	0	4	0.3	-10	-33*	-2
Cc1cccc(NC(=S)NC(=O)c2ccc(Br)o2)c1C	0.9%	-8	-1	4	-8	1.2	-7	10	2
O=C(O)c1ccccc1Sc1ncnc2sccc12	15%	-5	13	2	-3	-1.3	4	-4	-13
CCCS(=O)(=O)N1CCN(Cc2ccccc2[N+](=O)[O-])CC1	-0.8%	1	9	4	7	-0.3	-1	6	3
COc1ccc(CNC(=O)CNC(=O)[C@@H]2Cc3ccccc3CN2)cc1	-1.6%	-1	18	1	2	1.1	-3	4	-9
COc1ccc(C2(CNC(=O)Cc3ccc(OC)c(OC)c3)CCOCC2)cc1	1.9%	-12	-12	3	2	0.6	-7	7	27
Cc1ccc2[nH]c3c(c2c1)CN(C(=O)CN1CCN(c2ccccc2)CC1)CC3	-0.2%	4	.	0	-11	8.8	-3	-26	5
Cc1ccc(-c2cc(C(=O)NCCCN3CCOCC3)c3ccccc3n2)cc1	0.0%	1	-9	24	-4	.	.	-3	.
Cc1cc2ncc(C(=O)N=CN(C)C)cn2n1	3.3%	25	-2	7	0	0.4	7	-2	-9
NS(=O)(=O)c1cccnc1Nc1ccc(Cl)c(Cl)c1	1.1%	4	-4	4	-7	-1.3	3	-9	6
CC(NC(=O)COc1ccccc1)C(=O)OCC(=O)c1cc2ccccc2o1 (configuration not stated)	0.3%	14	-20	0	-6	-0.4	-6	-8	-8
Cc1oc2ncnc(N3CCOCC3)c2c1C(=O)Nc1ccc(Br)cc1F	0.4%	0	-6	-1	1	-0.8	27	-2	.
O=C1CN(C(=O)CSc2ccc(-c3ccc(F)cc3)nn2)c2ccccc2N1	0.9%	5	-22	0	-9	-1.0	18	-1	8
Cc1nc2ccc(NS(=O)(=O)c3ccccc3F)cc2s1	-1.1%	-4	-1	14	-1	-0.9	10	-26	-11
COc1ccc(Cl)cc1NC(=O)c1ccc2c(c1)CCCN2S(C)(=O)=O	-3.9%	1	-2	0	3	0.4	11	0	.
O=C(COc1ccc(Cl)cc1[N+](=O)[O-])NC1CCCCC1	-0.7%	-7	-3	-1	-1	-0.5	-10	.	14
NC(=O)CN1C(=O)C(=O)N(Cc2cccc(C(F)(F)F)c2)C1=O	-1.5%	-3	0	8	0	-1.3	2	1	-5
COc1ccc(CC2(CO)CCN(Cc3cnn(-c4ccccc4OC)c3)CC2)cc1	-2.2%	6	-4	5	-6	0.7	-16	-1	79*
COc1ccc(-n2ncc(C(=O)NCc3cccs3)c2C2CCN(C(=O)OC(C)(C)C)CC2)cc1	-0.3%	-9	-32	0	-4	-0.3	-6	-19	.
COc1cc(C(=O)N(C)C2CCCCC2)ccc1OC1CCN(C(C)=O)CC1	-1.8%	21	5	2	-1	1.3	0	-9	7
CCOc1ccc(-c2nnc(SCC(=O)NCc3ccc(C)cc3)nc2-c2ccc(OCC)c(OC)c2)cc1OC	3.9%	24	-30	0	-2	0.1	-5	-4	.
Cc1c(Cl)cccc1NC(=O)COCc1cc(-c2ccc3c(c2)OCO3)on1	2.3%	10	?	13	5	0.3	3	-2	.
Cc1oc2c(c1C(=O)NCc1cccnc1)C(=O)c1ccccc1C2=O	2.2%	-1	.	0	-8	1.9	-9	-3	10

3 compounds drawn at random from those above:
SMILES	RXFP1 agonist	TRHR enhancer	RXFP1 antagonist	D1 ag	D1 PAM	D2 ag	D2 potentiator	D1 antagonist	D2 antagonist
COc1ccc(CC2(CO)CCN(Cc3cnn(-c4ccccc4OC)c3)CC2)cc1	-2.2%	6	-4	5	-6	0.7	-16	-1	79*
COc1cc(C(=O)N(C)C2CCCCC2)ccc1OC1CCN(C(C)=O)CC1	-1.8%	21	5	2	-1	1.3	0	-9	7
Cc1nc2ccc(NS(=O)(=O)c3ccccc3F)cc2s1	-1.1%	-4	-1	14	-1	-0.9	10	-26	-11

Next part:
SMILES	RXFP1 agonist	TRHR enhancer	RXFP1 antagonist	D1 ag	D1 PAM	D2 ag	D2 potentiator	D1 antagonist	D2 antagonist
Cc1cc(NC(=O)CN(C)S(=O)(=O)c2cccc(Cl)c2)no1	3.0%	1	-1	3	15	-1.3	3	-8	7
Cc1cc(C)nc(NNC2=CC(=O)CC(C)(C)C2)n1	1.1%	-1	-5	2	-4	2.7	3	19	9
COCCCn1c(C(=O)N2CC(C)OC(C)C2)cc2c(=O)n3cccc(C)c3nc21 (configuration not stated)	22%	2	-9	1	-3	0.1	-3	-8	16
Cc1cccc(NC(=O)c2ccc(Cl)nc2)n1	0.1%	-4	-4	2	-2	-0.3	11	7	-14
CC1=CC2=NC(=O)CC(C)(C(=O)N(CC(=O)NC3CCCC3)c3ccccc3C)N2C=C1 (configuration not stated)	-0.6%	-1	-7	1	-1	-0.7	12	2	4
Cc1ccc(N2CC(c3nnc(NC(=O)c4ccco4)s3)CC2=O)cc1C (configuration not stated)	-2.2%	5	2	0	3	-1.9	.	-4	.
O=C(NCc1ccc(F)cc1)C1CCCN(C(=O)NCc2ccccc2)C1 (configuration not stated)	-5.5%	-2	11	3	-4	-0.1	-4	-1	-5
COc1ccc(CNC(=O)OCc2nccnc2C(=O)Nc2ccc(Br)cn2)cc1	0.2%	-5	8	6	-1	1.9	1	-6	3
CCOc1ccccc1NC(=O)N1CCC(c2nc3ccc(C)cc3[nH]2)CC1	1.4%	1	0	1	-7	0.5	-8	9	-5
Cc1cc(N2CCN(c3ccccc3)CC2)n2ncnc2n1	10%	0	-5	2	-1	0.4	6	-1	-7
COc1ccc(NC(=O)CSC2=Nc3ccccc3C3=NC(CCC(=O)NCCc4ccccc4)C(=O)N23)cc1 (configuration not stated)	0.7%	1	2	2	-4	0.3	2	-11	.
O=C(Nc1cccnc1)c1ccc(F)cc1	-1.4%	-2	7	0	-3	0.8	5	-2	-5
Cc1ccc(-n2nnnc2Sc2nc([N+](=O)[O-])nn2C)cc1	-0.1%	-2	18	1	-2	-0.1	-4	8	-7
CC(OC(=O)Cc1c(F)cccc1Cl)C(=O)NC1CCCCC1C (configuration not stated)	1.0%	6	3	0	1	0.5	-12	15	-9
COc1ccc(NC(=O)N2CCCc3ccccc32)c(OC)c1	1.6%	3	8	2	-3	-0.5	-3	4	10
CC(=O)NC(C)c1nc2ccccc2n1CC(=O)N1C(C)CCCC1C (configuration not stated)	1.7%	3	5	7	-1	-0.2	11	-8	11
O=C(CSc1nnc(CNc2ccc(Cl)cc2)n1Cc1ccccc1)NCc1ccco1	-0.4%	-5	-8	6	0	0.4	-3	-32*	6
CC(=O)Nc1ccc(NC(=O)c2ccc3c(c2)N(Cc2cccc(Cl)c2)C(=O)c2ccccc2S3=O)cc1 (configuration not stated)	1.7%	16	-11	1	0	-0.1	-3	9	.
Cc1ccc(NC(=O)COC(=O)Cc2cccs2)c(Br)c1	-0.3%	0	-3	1	4	-1.8	2	11	-4
CCc1ccc(C(=O)Nc2ccc3c(c2)n(C)c(=O)n3C)cc1	-0.2%	-5	-13	-1	-7	1.1	4	14	10
FC(F)Sc1ccc(-n2cc(-c3ccc(Cl)cc3)[n+]3c2CCC3)cc1	1.1%	5	1	3	-1	-0.5	-13	0	3
O=C(CCSc1nc(-c2ccco2)cc(C(F)(F)F)n1)NCCN1CCOCC1	-0.8%	1	3	2	4	-0.5	2	1	8
COc1cccc(Cn2c(=O)n(Cc3ccccc3)c(=O)c3c2c2cc(OC)ccc2n3C)c1	2.0%	-1	.	-1	0	.	3	9	.
CCN1CCc2nc(NC(=O)CC(c3ccccc3)c3ccccc3)sc2C1	2.8%	-1	7	0	8	-0.5	-1	-5	-12
O=C(Nc1ccn(Cc2cccc3ccccc23)n1)c1cccnc1	-2.2%	-2	-7	6	-9	-0.4	-4	-20	-7
Cn1c(=O)[nH]c(=O)c2c1nc(SCCN1CCOCC1)n2Cc1ccccc1	0.6%	-10	4	1	-9	0.8	10	-3	-5
COc1ccc(CN2C=C3C(=O)C(C)(OC(=O)CCc4ccccc4)C(=O)C=C3C=C2c2ccc(C#N)cc2)cc1 (configuration not stated)	5.0%	-3	.	4	-3	0.3	10	-9	-9
Fc1ccc(SCCc2ccncc2)cc1	2.5%&0.2%	-2&4	-27&4	9&2	-10&-6	-0.4	4&16	-34*!	-8
C/C(=N\NC(=O)c1ccc(O)cc1)c1ccc2c(c1)OCCO2	-1.9%	-3	2	1	-7	0.1	-4	2	7
COc1cc(Cl)c(C)cc1NC(=O)c1cnn(-c2ccc(C)cc2)c1-n1cccc1	0.9%	6	-1	0	1	0.7	-2	7	.
Cn1c(=O)c2c(nc(SCCN3CCCCC3)n2Cc2ccccc2)n(C)c1=O	5.6%	2	3	3	-2	-0.1	-11	-11	-8
COc1cc(C2CC(=O)c3cnc(NC(C)=O)nc3C2)cc(OC)c1OC (configuration not stated)	2.2%	0	-13	-1	-6	-0.4	6	3	-7
Cc1ccccc1OCCCN1CCOCC1	1.2%	-3	0	14	-10	.	.	-7	.
CN(CCCCCCCCC(=O)/C=N/O)Cc1ccccc1	1.8%	-4	-2	5	-3	-0.7	-24	-10	5
COc1ccc(C(=O)Nc2nnc(S(=O)(=O)N3CCN(c4ccc(C)cc4)CC3)s2)cc1	0.9%	-5	-18	0	-2	-1.0	1	8	.
COc1ccccc1N1CC(C(=O)OCC(=O)c2ccc(F)cc2)CC1=O (configuration not stated)	-1.4%	-7	-6	6	-5	0.1	4	-1	-2
COc1ccc([C@H]2CC(=O)C=C(c3ccc4cc[nH]c4c3)C2)cc1	3.4%	-6	.	1	3	-1.2	-4	.	0
CCCOc1ccc(Cn2c(=O)sc3ccccc32)cc1	-0.7%	7	-25	8	2	0.2	-9	13	.
